ASM inhibitor = blocks human secretory acid sphingomyelinase; AID 504937; actives 0.006% (n = 340,000); placental ASM, HMU-PC fluorogenic substrate, 60 min; Potency, µM (doses to about 57.5 µM), without a hit: at the top dose activity change, negative = inhibition, hits mostly inhibitors; P17405; further: potency means the concentration at half of the fitted maximal effect
Target sequence (P17405 47-631 limits assumed): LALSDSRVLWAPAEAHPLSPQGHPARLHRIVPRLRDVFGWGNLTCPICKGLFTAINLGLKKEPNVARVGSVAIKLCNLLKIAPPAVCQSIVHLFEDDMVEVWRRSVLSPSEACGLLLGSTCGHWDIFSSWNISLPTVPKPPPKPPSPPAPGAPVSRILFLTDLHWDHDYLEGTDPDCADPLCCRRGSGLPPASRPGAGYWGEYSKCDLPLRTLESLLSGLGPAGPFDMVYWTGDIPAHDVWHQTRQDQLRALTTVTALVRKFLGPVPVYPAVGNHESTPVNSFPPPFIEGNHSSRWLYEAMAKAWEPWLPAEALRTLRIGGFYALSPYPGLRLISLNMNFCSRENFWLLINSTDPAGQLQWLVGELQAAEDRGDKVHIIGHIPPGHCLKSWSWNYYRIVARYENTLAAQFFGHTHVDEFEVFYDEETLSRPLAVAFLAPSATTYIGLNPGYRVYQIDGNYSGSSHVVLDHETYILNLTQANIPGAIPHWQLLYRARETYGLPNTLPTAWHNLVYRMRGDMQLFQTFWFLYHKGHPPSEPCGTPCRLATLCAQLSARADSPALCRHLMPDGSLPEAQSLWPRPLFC
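Steps: dispense placental human ASM, pin compound, wait 10 min at room temperature, add HMU-PC0 substrate at 9 uM final, incubate 60 min at 37 °C, add stop solution raising pH to 10, read fluorescence.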
A-T KAP1 phos = potential ataxia-telangiectasia treatments restoring KAP-1 phosphorylation. […] A-T fibroblasts, KAP-1 phosphorylation AlphaLISA; neocarzinostatin DNA damage 30 min before lysis. Potency, µM (series often up to 57.5 µM), inactives show at the top dose activation, actives largely listed as activators. actives 0.19% (n = 320,000). AID 485349; further: potency means the concentration at half of the fitted maximal effect; % of control where 0% means no effect; nearly all actives have a fitted effect of over 45% in size
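ATM-like activity read as KAP-1 phosphorylation via AlphaLISA donor/acceptor antibody pairs after lysis and 6 hr at 25C. Cells were ATM-null patient fibroblasts ([…], hTERT), dosed 60 min, then exposed to the DSB inducer NCS for 30 min.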
FBPA coupling cs = inhibits coupling enzyme system, counter-screen for aldolase hits; coupling enzyme system counterscreen, AmpLite Red fluorescence; activity change, negative = inhibition, % at 58.2 µM, hits read low; actives 0.67% (n = 290,000); AID 2472; in the data active means activity change below about -30%; further: on the % scale 0 is the no-effect control and ±100 the full control effect
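Activity here indicates interference with the coupling reaction, not aldolase inhibition. Compounds at 57.5 uM final met coupling enzymes for 10 min at RT; substrate and AmpLite Red detection followed, with a 525/598 nm fluorescence read after 20 min.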
KCNH2 3.1 inh = blocks the human KCNH2 3.1 channel isoform; U2OS KCNH2 3.1, thallium flux FluxOr; active compounds read low; activity change, % (tested at about 1.8 µM); actives 0.95% (n = 340,000);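 active means maximum activity change below -70%; inconclusive means maximum activity change from -70% to -50%; inactive means maximum activity change above -50%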;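 further: thallium influx rate constant from kinetic fluorescence after stimulation buffer; on the % scale 0 is the no-effect control and ±100 the full control effect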
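Kinetic fluorescence (2 min after stimulation buffer) measures Tl+ influx through KCNH2 3.1 expressed by viral transduction in U2OS cells; the rate constant is normalized against DMSO controls serving as positive and negative references.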
MBNL1 CUG block = inhibitors of human MBNL1 binding to CUG repeat RNA. Potency, µM (highest dose often 57.5 µM), inactives show top-dose activity change, negative = inhibition, most hits filed as inhibitors. TR-FRET MBNL1-His/biotin-(CUG)12 binding, 665/545 ratio. Q9NR56. actives 0.036% (n = 280,000); active means well fitted inhibition curve with a large enough effect in the signal ratio, with a control signal flat, not every such curve was filed as active; inconclusive means small, poorly fitted or top-dose-only effect, or effect the other way, or a change in a side signal; inactive means no such curve, though single readings can be large or run the other way; the % refers to the signal ratio; further: potency means the concentration at half of the fitted maximal effect; on the % scale 0 is the no-effect control and ±100 the full control effect
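Compound titration spanned 92 nM–58 uM against the MBNL1-His/biotin-(CUG)12 complex. After 60 min at room temperature with 5 nM streptavidin-XL665 and 0.055 ng/ul terbium anti-His, ratiometric 665/545 nm emission (Ex 340 nm) normalized to controls.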
hERG WT inh = inhibitors of human wildtype KCNH2 potassium channel | U2OS, BacMam KCNH2, thallium flux FluxOr; active compounds read low | activity change, % at 1.84 µM | actives 0.37% (n = 340,000) | AID 720551;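 active means maximum activity change below -70%; inconclusive means maximum activity change between -70% and -50%; inactive means maximum activity change above -50%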; further: on the % scale 0 is the no-effect control and ±100 the full control effect
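U2OS cells were transduced with wild-type KCNH2 virus (2.03 x 10^8 / mL) for 4 h at room temperature, then cultured overnight at 37 C. Thallium flux was read with FluxOr dye. Rate constants were normalized to DMSO controls.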
GALK inh = blocks human galactokinase activity. Purified GALK, Kinase-Glo residual ATP luminescence. actives 0.007% (n = 270,000). P51570. Potency, µM (series often up to 57.5 µM), without a hit: at the highest dose activity change, negative = inhibition, usual class: inhibitors; further: potency means the concentration at half of the fitted maximal effect; on the % scale 0 is the no-effect control and ±100 the full control effect
Target sequence (P51570 whole entry, looked up): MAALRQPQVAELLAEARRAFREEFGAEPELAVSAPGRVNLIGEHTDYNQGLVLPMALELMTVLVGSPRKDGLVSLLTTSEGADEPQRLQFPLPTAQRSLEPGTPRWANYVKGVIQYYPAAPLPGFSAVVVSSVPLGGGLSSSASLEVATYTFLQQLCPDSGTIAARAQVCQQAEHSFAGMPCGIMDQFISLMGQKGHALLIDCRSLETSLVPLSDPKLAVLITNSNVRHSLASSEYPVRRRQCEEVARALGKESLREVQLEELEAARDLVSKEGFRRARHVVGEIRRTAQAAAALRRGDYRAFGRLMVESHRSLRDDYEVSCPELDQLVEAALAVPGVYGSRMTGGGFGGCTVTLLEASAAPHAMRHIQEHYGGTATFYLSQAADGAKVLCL
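GALK at 5 nM final was combined with compound, 35 uM ATP and 100 uM galactose in HEPES pH8.0 with MgCl2 and DTT. The reaction ran one hour at room temperature before luminescent ATP detection.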
CXXC DNA block = MLL CXXC-DNA interaction inhibition. AID 2662. actives 0.037% (n = 290,000). MLL-CXXC / FITC-HOXA9 DNA fluorescence polarization. Q03164. Potency, µM (titrated, usually from 115 µM), without a hit: top-dose activity change, negative = inhibition, hits mostly inhibitors; active means well fitted inhibition curve with a large enough effect in the polarisation, with a control signal flat, not every such curve was filed as active; inconclusive means small, poorly fitted or top-dose-only effect, or effect the other way, or a change in a side signal; inactive means no such curve, though single readings can be large or run the other way; the % refers to the polarisation; further: potency means the concentration at half of the fitted maximal effect
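Steps: dispense CXXC domain solution (7 uM) → pin compounds or unlabeled HOX-A9 DNA control → 5 min ambient → add FLSN-HOX-A9 solution (50 nM) → spin → 30 min ambient → fluorescence polarization. Tris pH 7.5/NaCl/DTT/BSA buffer.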
TRPV1 agonist = human TRPV1 agonism; Q8NER1; TRPV1-expressing cells, Fluo-8 calcium influx, agonist mode; activation, % at 8.33 µM; actives 0.19% (n = 320,000); in the data active means activation above about 80%; inconclusive means between about 30% and that limit; further: 0% is about no effect
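Fluo-8 calcium influx in TRPV1-expressing cells, kinetic read (ex 480/em 520 nm). Compound added and read 3 min for agonist activity, followed by capsaicin at EC20 final and 2 min further read for enhancement.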
a7 integrin act = activates integrin-mediated alleviation for muscular dystrophy; alpha7betagal myoblasts, beta-gal FDG fluorescence, 48 h; Potency, µM (highest dose often 38.3 µM), without a hit: at the highest dose activation, usual class: activators; actives 0.064% (n = 350,000); AID 624291;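 further: potency means the concentration at half of the fitted maximal effect; 100% = response of the positive control SU9516; nearly all actives have a fitted effect of over 60% in size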
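alpha7betagal+/- myoblasts (passage 13, 250/well) treated 48 h at 37C with compounds at 1:260 dilution of DMSO stock. Lysed, then beta-galactosidase activity read as FDG fluorescence (ex 480/em 540) after 30 min, with pre-read for autofluorescence.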
* hit, by the source's call; ? = inconclusive; / = no result given; [ ] = dose if it differs, or a comment. Unless noted, the call rests on the fitted dose curve; in most records, active means well fitted curve in the direction sought with a large enough effect; inconclusive means small, poorly fitted or top-dose-only effect, or another doubt; inactive means no such curve, though single readings can be large; an effect the other way counts as inactive or inconclusive. Not a hit list, and some 2% of all compounds hit somewhere here.

nr	molecule	ASM inhibitor	A-T KAP1 phos	FBPA coupling cs	KCNH2 3.1 inh	MBNL1 CUG block	hERG WT inh	GALK inh	CXXC DNA block	TRPV1 agonist	a7 integrin act
1	COC(=O)c1ccc(CSc2nc3c(cnn3-c3ccc(Cl)cc3)c(=O)[nH]2)o1	-1.2%	-3.3%	6.9	1.1	1.0%	3.3	-3.2%	-15.0%	-0.7	7.1%
2	CCOC(=O)C(C)Sc1nnc2n1C(C)(C)Cc1ccccc1-2 (configuration not stated)	4.4%	-6.4%	-2.9	4.1	-5.7%	7.8	0.4%	-2.4%	2.2	32.0%
3	CC1C(C(=O)Nc2ccccc2)CCCC1(C)C(=O)O (configuration not stated)	1.9%	-1.9%	0.3	38.5	-1.2%	-6.2	-0.4%	-6.0%	0.8	11.9%
4	Cc1ccc(C)c(NC(=S)NCc2ccc3c(c2)OCO3)c1	-1.7%	3.9%	-0.8	0.4	-12.3%	-4.5	0.1%	-0.2%	21.2	-9.9%
5	COc1ccc2cc(C(=O)COC(=O)COc3ccc4c(C)cc(=O)oc4c3)ccc2c1	49.4%[activator]	-3.0%	0.5	3.6	?	-3.6	/	1.6%	3.9	10.6%
6	CC1(C)CC(=O)c2cc(NC(=O)c3ccccc3)c(=O)oc2C1	-2.9%	2.9%	1.2	3.1	?	1.5	3.7%	4.3%	1.3	40.3%
7	CC(=O)Nc1ccc(C(=O)CCl)cc1	0.9%	6.3%	/	-28.7	/	-6.3	/	/	-5.8	/
8	CCOC(=O)N/N=C/c1cn(Cc2ccc(F)cc2)c2ccccc12	2.5%	3.4%	-1.1	16.4	-8.7%	-5.6	-1.6%	-3.2%	-1.9	10.3%
9	CCN1CCN(S(=O)(=O)Cc2ccccc2Cl)CC1	10.8%	1.6%	2.5	-10.0	-0.8%	15.2	3.3%	?	-3.6	?
10	O=C(Nc1ccc(C2CCCCC2)cc1)C1CCN(c2ncccn2)CC1	-0.6%	2.8%	-0.7	7.0	-7.8%	5.5	3.9%	6.4%	-2.3	-10.8%
11	CCCCCc1ccc(CC(=O)O)cc1	-2.2%	-0.9%	18.1	10.0	5.6%	3.0	-1.0%	10.9%	1.5	21.3%
12	CCc1cccc(OC2OC(CO)C(O)C(O)C2NC(C)=O)c1 (configuration not stated)	-0.4%	-0.6%	-2.5	?	1.1%	-1.2	-1.1%	6.1%	0.4	5.0%
13	COc1ccc(-c2[nH]nc3c2C(c2ccncc2)C(C#N)=C(N)O3)cc1 (configuration not stated)	-4.1%	4.2%	-3.0	5.0	?	6.8	-4.6%	3.1%	-3.9	-10.6%
14	COc1ccc(/C=N/n2cnnc2)cc1Oc1nc(Cl)ncc1F	1.5%	0.4%	2.0	7.6	1.7%	-17.9	6.9%	2.8%	1.9	-18.2%
15	CCC(C)C(NC(=O)OC(C)(C)C)C(=O)NC(C)C(N)=O (configuration not stated)	7.3%	2.7%	3.2	11.2	-6.8%	-5.1	6.7%	-2.8%	1.0	24.3%
16	COc1cccc(NC(=O)CN2CCN(S(=O)(=O)c3ccc(C(C)C)cc3)CC2)c1	-7.3%	2.7%	-6.2	4.8	-10.8%	-14.2	-0.2%	0.9%	2.0	0.0%
17	Brc1ccccc1/C=N/N1CCCCC1	-3.8%	13.3%	-1.3	7.0	-1.2%	-6.4	-1.5%	-7.7%	0.7	?
18	Clc1ccc2nc(CSc3ncn[nH]3)cn2c1	0.8%	1.5%	0.0	0.1	-3.3%	1.2	6.9%	6.9%	3.4	34.0%
19	CCC1CCCCN1CCCNC(=O)Cn1nc(C)n2nc(-c3ccccc3)cc2c1=O (configuration not stated)	-3.4%	-2.5%	/	-3.0	-2.2%	-16.8	6.0%	16.9%	1.8	-5.3%
20	Cc1ccc(-n2ccc(=O)c(C(=O)Nc3ccc(S(=O)(=O)Nc4nccc(C)n4)cc3)n2)cc1	10.8%	-3.5%	4.0	1.9	20.0%	-33.8	-3.3%	7.3%	3.3	0.3%
21	CCc1ccccc1SCc1noc(C(=O)NCC2CCCO2)c1C(=O)O (configuration not stated)	7.5%	-1.2%	14.4	5.2	-13.9%	-0.4	2.1%	-28.4%	-1.0	25.8%
22	O=C(O)c1cccn1Cc1ccccc1F	5.1%	-12.5%	6.1	-7.4	-14.4%	-4.1	-0.5%	-8.9%	-0.9	2.8%
23	CC1(C)Cc2c(c(N3CCOCC3)nc3snc(NC(=O)c4ccccc4)c23)CO1	-3.1%	/	3.1	0.7	-1.9%	3.4	2.4%	19.9%	-1.7	-31.7%
24	COC(=O)C1=C(Nc2ccc(C)cc2)C=C(C)C(C(=O)OC)C1c1ccc(F)cc1 (configuration not stated)	-7.9%	1.0%	-4.7	-19.7	2.0%	-7.2	-3.5%	7.2%	6.3	-42.2%
25	Cc1cc(C(=O)Nc2ccc(Br)cc2)c2ccccc2n1	-9.5%	1.6%	4.1	4.0	8.3%	8.7	5.6%	1.5%	18.0	3.7%
26	CCOc1c(C(N)=O)cc([N+](=O)[O-])cc1[N+](=O)[O-]	-0.4%	-5.2%	0.8	4.6	?	7.0	/	10.6%	-6.0	8.2%
27	Cc1cn2c(-c3ccc(Cl)cc3)nnc2s1	-4.8%	-12.7%	0.1	5.0	-5.8%	-0.6	0.4%	4.7%	?	4.8%
28	CCn1cc(C(=O)O)c(=O)c2cnc(N3CCN(C(=S)NC(=O)c4ccccc4)CC3)nc21	-6.8%	0.0%	2.1	-10.9	-15.8%	0.5	8.6%	-12.8%	2.9	18.1%
29	CCCCC(C(=O)OCC)C(N)Cc1ccc(F)cc1 (configuration not stated)	-2.6%	-1.7%	-2.5	4.7	-7.1%	/	4.1%	-9.4%	15.1	-19.7%
30	Cc1ccc(NC(=O)CN(C)C(=O)c2cccc(Br)c2)cc1	0.1%	14.3%	4.1	-4.0	-2.5%	9.3	/	-0.2%	17.7	?

Retrieved by compound from the entries so far, 3 records:
nr	molecule	ASM inhibitor	A-T KAP1 phos	FBPA coupling cs	KCNH2 3.1 inh	MBNL1 CUG block	hERG WT inh	GALK inh	CXXC DNA block	TRPV1 agonist	a7 integrin act
4	Cc1ccc(C)c(NC(=S)NCc2ccc3c(c2)OCO3)c1	-1.7%	3.9%	-0.8	0.4	-12.3%	-4.5	0.1%	-0.2%	21.2	-9.9%
22	O=C(O)c1cccn1Cc1ccccc1F	5.1%	-12.5%	6.1	-7.4	-14.4%	-4.1	-0.5%	-8.9%	-0.9	2.8%
9	CCN1CCN(S(=O)(=O)Cc2ccccc2Cl)CC1	10.8%	1.6%	2.5	-10.0	-0.8%	15.2	3.3%	?	-3.6	?

(cont.)
nr	molecule	ASM inhibitor	A-T KAP1 phos	FBPA coupling cs	KCNH2 3.1 inh	MBNL1 CUG block	hERG WT inh	GALK inh	CXXC DNA block	TRPV1 agonist	a7 integrin act
31	C=CCn1c(SCC#N)nc2ccccc2c1=O	0.1%	18.3%	10.4	-37.2	-4.1%	10.0	4.0%	-3.3%	-3.1	-1.1%
32	O=C1C=C(c2cccc(Cl)c2)C[C@@H](c2ccc3c(c2)OCO3)C1	-1.8%	18.9%	/	-5.2	/	17.0	/	/	?	11.4%
33	O=C1C(Cl)=C(NC2CCCCC2)C(=O)N1Cc1ccccc1	1.9%	12.3%	0.5	-7.0	-1.2%	-3.9	-2.0%	4.1%	?	-8.9%
34	CCN1CCCC1CNC(=O)c1csc2c1CCCC2 (configuration not stated)	1.1%	0.0%	0.4	-5.7	3.1%	32.1	0.2%	4.1%	1.4	-3.4%
35	CC1=C(C(=O)Nc2ccc(C)cc2)C(c2ccco2)NC(=O)N1 (configuration not stated)	2.8%	12.0%	-0.6	-3.6	-20.8%	-8.9	1.7%	2.1%	4.1	-7.4%
36	COc1ccc(OC)c(NC(=S)N2CCCC2)c1	-1.6%	28.1%	/	9.3	-0.7%	6.1	-10.5%	-8.3%	1.6	-3.6%
37	COc1ccc(C2(C)NC(=O)N(CC(=O)c3ccc4c(c3)OCO4)C2=O)cc1 (configuration not stated)	-1.3%	18.9%	1.3	4.6	-2.2%	-1.0	-3.9%	12.0%	3.6	6.4%
38	CCOC(=O)c1cc(C#N)c(Oc2ccccc2)nc1-c1ccccc1	-5.7%	10.9%	3.6	-3.8	0.3%	21.5	-3.5%	-7.9%	-0.3	23.6%
39	O=c1[nH]c2sc3c(c2c2nncn12)CCCC3	6.4%	0.6%	3.9	-4.9	-8.5%	-6.7	-2.9%	-16.3%	-0.7	-19.1%[7.66 µM]
40	COC(=O)c1cc2sccc2n1CC(=O)N(C)c1ccccc1	-1.8%	1.2%	0.0	9.1	5.0%	15.6	-1.4%	0.7%	-0.2	8.4%
41	CCOC(=O)CSc1nc2ccc(Nc3nc(N4CCOCC4)nc(N4CCOCC4)n3)cc2s1	?	7.0%	0.6	3.8	-2.1%	-5.0	-2.7%	8.8%	-5.7	-5.3%
